# HEK293 cAMP ctrl: raises cAMP in parental HEK293 cells, TSHR agonist counter-screen; parental HEK293 CNG cAMP sensor, membrane potential fluorescence; Potency, µM (top dose mostly 57.1 µM), for inactives: at the top dose activation, most hits filed as activators; actives 2.5% (n = 73,000); AID 938; also: potency is read from the fitted curve at half-maximal effect; % of control where 0% means no effect; nearly all actives have a fitted effect of over 55% in size
#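 Counterscreen for endogenous-receptor signalling: CNG-channel HEK 293 cells report cAMP rise by membrane depolarization. After 60 min dye equilibration with 100 uM RO 20-1724, compounds incubated 30 min before bottom-read fluorescence at 590 nm.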
# Rhodamine fluor: compound fluoresces in the rhodamine spectral region; AID 594; max dye-equivalent concentration, M; actives 0.05% (n = 59,000); Rhodamine-region fluorescence, 547/598 nm, Tris buffer; stronger effect = higher value; in the data active = max dye-equivalent concentration above about 11 nM; inconclusive = between about 1.1 nM and that limit
#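 Intensities are converted to rhodamine-equivalent concentration using a six-point rhodamine standard on each plate. Compounds sit 15 min at room temperature in 100 mM Tris buffer, pH 8.0; read uses the 547/598 nm excitation/emission pair.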
# ALOX15 inhib: 15-hLO (ALOX15) enzyme inhibition | P16050 | purified 15hLO-1, xylenol orange hydroperoxide absorbance | Potency, µM (doses to about 57.1 µM), inactives show top-dose activity change, negative = inhibition, hits mostly inhibitors | actives 1.4% (n = 74,000) | AID 887; also: potency is read from the fitted curve at half-maximal effect; % is scaled to controls: 0 for no effect and ±100 for the full control effect; nearly all actives have a fitted effect of over 55% in size
# Target sequence (P16050 whole entry, looked up): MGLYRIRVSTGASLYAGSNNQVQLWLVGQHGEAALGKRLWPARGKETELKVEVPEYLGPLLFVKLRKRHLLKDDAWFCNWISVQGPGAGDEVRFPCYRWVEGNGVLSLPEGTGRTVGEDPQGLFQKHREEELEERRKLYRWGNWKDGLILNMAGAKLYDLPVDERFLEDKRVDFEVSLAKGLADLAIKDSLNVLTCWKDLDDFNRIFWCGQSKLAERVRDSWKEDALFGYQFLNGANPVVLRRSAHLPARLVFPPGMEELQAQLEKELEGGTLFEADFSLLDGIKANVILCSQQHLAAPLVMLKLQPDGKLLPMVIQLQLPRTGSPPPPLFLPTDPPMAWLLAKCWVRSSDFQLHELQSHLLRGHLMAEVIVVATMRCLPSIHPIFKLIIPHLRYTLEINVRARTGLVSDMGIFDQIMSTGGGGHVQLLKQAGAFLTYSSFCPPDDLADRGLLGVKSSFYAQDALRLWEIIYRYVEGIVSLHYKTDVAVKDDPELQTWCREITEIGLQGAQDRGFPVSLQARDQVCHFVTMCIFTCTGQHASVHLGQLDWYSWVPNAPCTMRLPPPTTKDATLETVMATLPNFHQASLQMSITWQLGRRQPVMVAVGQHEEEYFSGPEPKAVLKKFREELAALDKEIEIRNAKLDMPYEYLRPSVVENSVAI
#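 Quantitative HTS in 25 mM Hepes pH 7.5 containing 0.01% Triton X-100: human 15hLO-1 at 40 nM, arachidonic acid at 50 uM, 6 min turnover. Product quantified via ferrous oxidation/xylenol orange, 573:405 nm absorbance ratio.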
# BRCT PPI red: disrupts BRCA1 BRCT binding to phosphoprotein, red fluorophore readout. P38398. BRCT-phosphopeptide binding, red fluorescence polarization. Potency, µM (series often up to 76.9 µM), for inactives: at the top dose activity change, negative = inhibition, actives largely listed as inhibitors. actives 0.03% (n = 75,000); also: % is scaled to controls: 0 for no effect and ±100 for the full control effect
#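 Fluorescence polarization: 100 nM His-tagged BRCA1 BRCT with 100 nM TAMRA-labelled phospho-BACH1 decapeptide, phosphate buffer pH 7.3 with 150 mM NaCl, DTT, 0.01% Tween 20; 12 min RT. Binding inhibition seen as FP decrease.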
# Caspase-1 inhib: blocks human caspase-1 allosterically or competitively | P29466 | Caspase-1 enzyme, Ac-WEHD-AFC fluorogenic rate | Potency, µM (highest dose often 57.5 µM), for inactives: at the highest dose activity change, negative = inhibition, hits mostly inhibitors | actives 0.03% (n = 75,000) | AID 900;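 also: potency is read from the fitted curve at half-maximal effect; plate controls were vehicle for no effect and no substrate for full effect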
# Casp7 inh: caspase-7 (human) inhibition, allosteric or competitive | Potency, µM (series often up to 57.5 µM), without a hit: top-dose activity change, negative = inhibition, hits mostly inhibitors | P55210 | actives 0.02% (n = 75,000) | recombinant caspase-7, Ac-DEVD-AFC fluorescence rate | AID 889; active = well fitted inhibition curve with a large enough effect in the main read-out, with a control signal flat, not every such curve was filed as active; inconclusive = small, poorly fitted or top-dose-only effect, or a change in a side signal; also: potency is read from the fitted curve at half-maximal effect; % of control where 0% means no effect
# Tau filament bind: binders of human tau filaments; P10636; recombinant tau filaments, thioflavin S fluorescence, 15 h; filaments grown with octadecylsulfate alongside compound; Potency, µM (top dose mostly 57.1 µM), for the others: at the highest dose activity change, negative = inhibition; actives 2% (n = 71,000);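 also: potency is read from the fitted curve at half-maximal effect; % is scaled to controls: 0 for no effect and ±100 for the full control effect; actives lower thioflavin S fluorescence by blocking filaments or displacing dye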
#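 Quantitative HTS: thioflavine S signal from ODS-induced tau filaments, excited at 450 nm, emission 510 nm. Conditions: 1 uM tau, 30 uM ODS, 15 h at 37 C, pH 7.4.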
# Pol III holo inh: DNA polymerase III holoenzyme inhibition | actives 0.25% (n = 71,000) | Potency, µM (top dose mostly 57.1 µM), without a hit: at the top dose activity change, negative = inhibition | reconstituted DNA polymerase III holoenzyme replication, biochemical; also: potency is read from the fitted curve at half-maximal effect; % is scaled to controls: 0 for no effect and ±100 for the full control effect
#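 Reconstituted *E. coli* holoenzyme (0.35 nM Pol III, 1 nM beta, 154 nM SSB, 2 nM primase) was preincubated with compound for 15 min at RT. Synthesis on 1.4 nM ssM13Gori ran 35 min, then was stopped with PicoGreen/EDTA and read as dsDNA fluorescence.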
# HADH2 inh: HADH2 (human) dehydrogenase inhibition; Q99714; recombinant HADH2, NADH fluorescence, beta-hydroxybutyryl-CoA; Potency, µM (series often up to 57.1 µM), for the others: at the highest dose activity change, negative = inhibition, actives largely listed as inhibitors; actives 3.4% (n = 73,000); AID 886; also: potency is read from the fitted curve at half-maximal effect; % is scaled to controls: 0 for no effect and ±100 for the full control effect; nearly all actives have a fitted effect of over 60% in size; many of its hits are not listed in these tables
# Target sequence (Q99714 whole entry, looked up, one chain of several): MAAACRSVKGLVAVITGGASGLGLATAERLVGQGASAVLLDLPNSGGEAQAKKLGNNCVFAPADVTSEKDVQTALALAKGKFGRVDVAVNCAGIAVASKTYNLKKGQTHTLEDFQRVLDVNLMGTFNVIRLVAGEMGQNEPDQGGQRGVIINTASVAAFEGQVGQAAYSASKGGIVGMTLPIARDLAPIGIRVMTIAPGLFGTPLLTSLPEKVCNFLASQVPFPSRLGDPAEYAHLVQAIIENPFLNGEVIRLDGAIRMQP
#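 His-tagged recombinant enzyme from E. coli, 20 nM, preincubated 15 min RT with compound; reaction started with 1 mM NAD+ and 90 uM beta-hydroxybutyryl-CoA in 100 mM Tris-HCl pH 9.0. NADH fluorescence (ex 360/em 450) read over 4 min; last-minus-first difference.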
# BRCT inh green: inhibitors of human BRCA1 BRCT-phosphoprotein interaction (green fluorophore). actives 0.05% (n = 75,000). P38398. Potency, µM (series often up to 76.9 µM), for inactives: at the highest dose activity change, negative = inhibition, most hits filed as inhibitors. BRCA1 BRCT-phosphopeptide binding, green fluorescence polarization. AID 875;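 also: potency is read from the fitted curve at half-maximal effect; plate controls were peptide without protein for full effect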
#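 Compounds were incubated for 12 min at room temperature with a complex of 100 nM fluorescein-tagged pBACH1 decapeptide and 250 nM His-tagged BRCT protein. Buffer was phosphate pH 7.3 with EDTA, DTT and Tween 20. Disruption of binding lowers the polarization signal.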
# USP2a inhib: USP2a (human) protease inhibition | USP2a enzymatic assay, qHTS inhibition | Potency, µM (titrated, usually from 38.3 µM), inactives show at the highest dose activity change, negative = inhibition, usual class: inhibitors | actives 0.1% (n = 60,000) | AID 927;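 also: potency is read from the fitted curve at half-maximal effect; nearly all actives have a fitted effect of over 60% in size; plate controls were DMSO for no effect and NEM full inhibition control for full effect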
#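 USP2 core (20 nM final) was preincubated with compound for 30 min at RT in 20 mM Tris-HCl pH 8.0, 2 mM CaCl2, 2 mM beta-mercaptoethanol; Ub-PLA2 (20 nM) plus NBD C6-HPC (20 uM) then added, fluorescence read after 2.5 h.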
# Starred values were filed as active, the others as inactive; i = inactive; ? = inconclusive; nt = not tested or not shown; [ ] = another dose, or the depositor's remark. Unless noted, calls follow the shape of the dose curve; as a rule, active = well fitted curve in the direction sought with a large enough effect; inconclusive = small, poorly fitted or top-dose-only effect, or another doubt; inactive = no such curve, though single readings can be large; an effect the other way counts as inactive or inconclusive. The list is partial; the hit share may differ from the screen's.
No.	Structure	BRCT inh green	Rhodamine fluor	Caspase-1 inhib	Pol III holo inh	HADH2 inh	HEK293 cAMP ctrl	ALOX15 inhib	BRCT PPI red	Casp7 inh	USP2a inhib	Tau filament bind
1	CC1CC(C)CN(c2oc(-c3ccccc3Cl)nc2C#N)C1 (stereo not drawn)	-1.2%	i	-1%	-2%	1.6µM*	?	-7%	0.1%	0%	-2%	0%
2	Cc1oc(-c2ccc(F)cc2)cc1-c1nn2c(-c3ccco3)nnc2s1	1.7%	i	0%	-14%	?	?	?	-6.8%	1%	24%	12%
3	COc1ccc(Oc2ncc3ncc(=O)n(C4CC4)c3n2)cc1	-0.7%	i	-5%	-9%	-10%	14%	6%	1.1%	-4%	34%[activator]	-4%
4	N[C@H](CO)Cc1cnc[nH]1	-2.2%	nt	1%	nt	nt	nt	1%[25.6 µM]	-0.3%	2%	nt	nt
5	CCN(CC)CCCn1c(-c2ccccc2)nc2c(NCc3ccccc3)nc(C)nc21	-1.0%	nt	-2%	4%	-10%	?	2%	0.2%	0%	nt	37%
6	CCOC(=O)c1[nH]c2ccc(F)cc2c1NC(=O)CN1CCN(C/C=C/c2ccccc2)CC1	0.2%	i	-2%	7%	10%	-97%[inhibitor]	-25%	-2.1%	-5%	36%[activator]	93%
7	CCN(CC(=O)Nc1ccc2c(c1)OCCO2)C(=O)C1CCCCC1	-1.8%	i	-1%	-1%	3%	5%	7%	0.0%	-3%	-1%	-10%
8	O=C(C1CCCO1)N1CCN(c2c3c(nc4cc(-c5ccc(F)cc5)nn24)CCC3)CC1 (stereo not drawn)	-6.2%	i	0%	-5%	10%	-1%	-5%	0.4%	-1%	1%	14%
9	Cn1c(SCC(=O)NCc2ccccc2)nnc1C1CC1	0.2%	i	2%	1%	10%	9%	4%	-0.1%	1%	16%	0%
10	Nc1cc(-c2ccccc2)ccc1O	-1.2%	i	1%	-4%	13µM*	-6%	7.9µM*	-0.5%	1%	30%[activator]	25µM*
11	CC1CCN(c2nnc(N)s2)CC1	-0.6%	i	0%	-2%	12%	?	6%	-1.0%	0%	2%	-14%
12	CCC(=O)c1ccc(OCCn2cncn2)cc1	-3.6%	i	-2%	-13%	-1%	-1%	10%	-0.2%	-1%	-6%	14%
13	O=C(Nc1ccc(Cl)cc1F)c1ccc(COc2c(F)c(F)c(F)c(F)c2F)o1	-2.3%	i	-2%	-1%	-26%	?	-23%	-2.4%	-6%	13%	18%
14	COc1ccccc1CC(=O)N1CCCC1	-0.9%	i	0%	0%	-2%	-26%	-2%	-0.1%	-1%	1%	0%
15	c1ccc(-c2noc(CSc3nnnn3-c3ccccc3)n2)cc1	-4.2%	nt	-1%	3%	-4%	?	-2%	0.7%	-6%	nt	10%
16	O=C1O[C@@H]([C@H](O)[C@H](O)[C@H](O)CO)[C@@H](O)[C@@H]1O	-0.8%[15.4 µM]	i	3%[11.5 µM]	-8%[11.4 µM]	0%[11.4 µM]	11%[11.4 µM]	3%[11.4 µM]	0.1%[15.4 µM]	0%[11.5 µM]	nt	-10%[11.4 µM]
17	O=C(NCc1ccccc1)N(Cc1nc2ccccc2c(=O)[nH]1)C1CCCC1	1.1%	i	1%	2%	-5%	3%	1%	1.3%	0%	120%[activator]	7%
18	CCc1nnc(NC(=O)CSc2nnc(-c3ccc(OC)cc3)n2C)s1	-4.0%	i	1%	0%	5%	10%	-12%	-1.6%	-4%	-4%	-19%
19	CCCN(Cc1cc2cc(C)ccc2[nH]c1=O)S(C)(=O)=O	-0.6%	i	-1%	-3%	-12%	10%	-13%	0.3%	-2%	45%[activator]	14%
20	Cc1cc2ccccc2n1CCNC(=O)C(C)(C)C	-1.5%	nt	-4%	-2%	7%	19%	-3%	-1.2%	-3%	nt	6%
21	COc1cc(S(=O)(=O)N2CCN(c3ccccc3F)CC2)c(OC)cc1Cl	-0.7%	i	-2%	-3%	30%	23%	-1%	-1.3%	-3%	2%	3%
22	O=C(Cn1ncc2c(=O)oc3ccccc3c21)NCCN1CCN(c2ccccc2F)CC1	-2.6%	nt	-1%	-3%	-10%	1%	9%	1.9%	-1%	nt	9%
23	Cc1nn(C)c(C)c1S(=O)(=O)N1CCC(C(=O)NC(C)c2ccccc2)CC1 (stereo not drawn)	-0.3%	nt	-1%	-5%	4%	-3%	2%	-0.3%	-2%	nt	-6%
24	O=c1cc(Nc2ccc3c(c2)OCCO3)[nH]c(=O)n1-c1ccc(Br)cc1	-0.5%	i	3%	0%	-1%	0%	3%	-1.0%	0%	0%	12%
25	CCOc1ccccc1NC(=O)CC1Nc2cc(C)c(C)cc2NC1=O (stereo not drawn)	2.1%	nt	-5%	1%	1%	-8%	?	0.7%	-8%	31%[activator]	4µM*
26	CCOC(=O)Nc1nnc(-c2ccc(OC)c(OC)c2)s1	0.3%	i	0%	-2%	?	-2%	-9%	-0.5%	2%	-10%	10%
27	Clc1cc(Br)ccc1OCCOCCN1CCOCC1	-1.5%	nt	0%	2%	3%	10%	-4%	1.8%	-1%	6%	-18%
28	C#CCN1C(=O)C2C(C(=O)NC)C3C=CC2(O3)C1C(=O)NCc1ccc(OC)cc1 (stereo not drawn)	-0.2%	i	1%	-4%	-12%	-1%	18%	-1.8%	2%	-2%	9%
29	Cc1ccc2cc(C#N)c(NCCCNC(=O)C3CCCO3)nc2c1 (stereo not drawn)	0.5%	i	-15%	-5%	?	8%	-11%	-0.7%	-14%	5%	-11%
30	O=C(O)c1ccccc1NS(=O)(=O)c1ccccc1F	-0.8%	nt	-2%	nt	-11%	12%	-10%	-0.2%	-1%	nt	nt
31	O=C(NCCc1ccccn1)C1CC(=O)N(Cc2ccccc2Cl)C1 (stereo not drawn)	-1.4%	i	-1%	-5%	-2%	2%	5%	-1.6%	0%	1%	-17%
32	CCCCOC(=O)Nc1ccc(S(=O)(=O)Nn2cnnc2)cc1	1.4%	nt	-1%	nt	5%	-4%	6%	-0.1%	0%	nt	nt
33	O=C(OC(C(=O)NCc1cccs1)c1ccccc1Cl)c1ccco1 (stereo not drawn)	-0.5%	i	1%	-3%	2%	14%	-2%	-0.2%	-1%	4%	5%
34	CN(C)CCNC(=O)Cn1nc(C(F)F)cc1C1CC1	0.3%	i	0%	-9%	0%	6%	4%	-1.1%	-1%	-2%	-6%
35	Cc1cc(=O)oc2cc(OC(C)C(=O)Nc3nccs3)ccc12 (stereo not drawn)	1.7%	i	-14%	-6%	i	7%	-1%	-1.0%	2%	21%	7%
36	C=CCn1c(SCC(=O)N2CCCC2)nc2cc(C(=O)NCC3CCCO3)ccc2c1=O (stereo not drawn)	2.8%	i	0%	-7%	-23%	?	11%	-1.2%	-1%	12%	-4%
37	OC1(c2ccc(Br)cc2)CCNCC1	-0.7%	i	0%	-8%	5%	18%	-6%	0.6%	1%	-5%	-12%
38	Nc1nc(-c2c[nH]c3ccccc23)cs1	0.5%	i	-8%	-13%	?	-10%	?	4.3%	-6%	3%	25µM*
39	Oc1ccccc1-c1cc(C(F)(F)F)[nH]n1	0.3%	i	-1%	-1%	?	-9%	?	-1.1%	0%	11%	-7%
40	Cn1c(=O)c2c(nc(SCCN3CCCCC3)n2Cc2ccccc2)n(C)c1=O	1.5%	i	0%	4%	-2%	9%	1%	1.1%	-1%	11%	41%
41	O=S(=O)(c1ccc(OCC(O)CN2CCc3ccccc3C2)cc1)N1CCOCC1 (stereo not drawn)	-3.1%	i	0%	-1%	-8%	-1%	-8%	0.1%	-1%	16%	8%
42	COc1ccc(OC)c(NC(=O)C2CC(=O)N(c3ccc(Br)cc3)C2)c1 (stereo not drawn)	-3.1%	nt	-1%	nt	1%	-5%	5%	-1.3%	-2%	nt	nt
43	COc1ccc(CNc2nc(-c3cccnc3)nc3ccccc23)c(OC)c1	1.3%	i	-6%	4%	?	?	-1%	-2.2%	-3%	?	17%
44	COc1ccccc1CNc1ccnc(-c2ccc(N(C)C)cc2)n1	-1.8%	i	-12%	-3%	?	5%	-11%	3.0%	-19%	?	49%
45	O=C(CC1Nc2ccccc2NC1=O)Nc1ccccc1 (stereo not drawn)	-0.6%	i	-7%	-4%	-29%	-1%	-16%	-0.4%	-16%	8%	-21%

# Assay outcomes deposited in PubChem by National Center for Advancing Translational Sciences (NCATS).
